Compound activity from PubChem BioAssay.
TGFb SMAD3 inh: inhibitors of TGF-b signaling; Potency, µM (highest dose often 46.1 µM), inactives show at the highest dose activity, negative = inhibition, most hits filed as inhibitors; AID 588855; 410,000 tested, 1.2% active; HepG2 CAGA-GFP TGF-b/SMAD3 reporter, GFP fluorescence, 18 h; TGF-beta stimulated, 500 pg/mL final; further: on the % scale 0 is the no-effect control and ±100 the full control effect; nearly all actives have a fitted effect of over 65% in size
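GFP signal (ex488/em500-530) from TGF-beta-stimulated HEPG2 CAGA-GFP cells, 500 pg/mL final, 18 h at 37 degrees C in DMEM plus 1% FBS, normalized to unstimulated and DMSO-stimulated controls.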
Nrf2 inh: blocks Nrf2 signaling | A549 ARE-Fluc reporter, luciferase luminescence, 18-24 h | Potency, µM (titrated, usually from 46 µM), without a hit: top-dose activity change, negative = inhibition, actives largely listed as inhibitors | 360,000 tested, 2.1% active; further: on the % scale 0 is the no-effect control and ±100 the full control effect; nearly all actives have a fitted effect of over 60% in size
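Nrf2 activity is the BugLite luminescence, read 15 min after reagent at room temperature, following CellTiter-Fluor cytotoxicity readout (30 min, 37C). Compound titrations were applied for 18-24 h to 5000 A549 ARE_Fluc cells/well in 5% FBS OPTI-MEM.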
S2 tox: cell viability loss in ATXN counter-screen; S2 cells (HEK-293 line with an ATXN2-luciferase reporter) viability, CellTiter-Fluor protease fluorescence, 24 h; Potency, µM (series often up to 56.7 µM), hits mostly cytotoxic; 400,000 tested, 0.49% active; further: nearly all actives have a fitted effect of over 40% in size
HepG2 tox: kills HepG2 cells in TGF-b inhibitor counter-screen; Potency, µM (titrated, usually from 46.1 µM), without a hit: top-dose activity change, negative = cytotoxicity, usual class: cytotoxic; 410,000 tested, 0.76% active; HepG2 CAGA-GFP viability, ATP luminescence, 18 h; further: some results filed as inactive show a strong effect at the top dose
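CellTiter-Glo luminescence gave cytotoxicity after 18 hours at 37 degrees C. The cells were HepG2 CAGA-GFP in 1% FBS DMEM, stimulated with 500 pg/mL TGF-beta after compound addition. %Activity was normalised to no-cell wells (complete cell-killing) and DMSO (no toxicity), and curves were fitted and classified.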
ATXN2 expr inh: inhibitors of ATXN2 expression; Potency, µM (top dose mostly 57 µM), for the others: at the highest dose activity change, negative = inhibition, actives largely listed as inhibitors; AID 1745845; HEK-293 ATXN2-luciferase reporter, luminescence, 24 h; 360,000 tested, 0.72% active; further: on the % scale 0 is the no-effect control and ±100 the full control effect; nearly all actives have a fitted effect of over 55% in size
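qHTS (up to 57 uM final) was run with 24 h compound exposure of reporter cells at 37 °C. Each well was multiplexed: SteadyGlo luminescence measured ATXN2-luciferase expression after a fluorogenic Gly-Phe-AFC viability readout (25 uM final).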
EPAC2 antag: blocks human EPAC2 exchange factor. EPAC2 GEF exchange of Rap1B-BODIPY-GDP, fluorescence. Potency, µM (series often up to 114 µM), for inactives: at the top dose activity, negative = inhibition, actives largely listed as inhibitors. 360,000 tested, 0.18% active. AID 720708; further: on the % scale 0 is the no-effect control and ±100 the full control effect; nearly all actives have a fitted effect of over 45% in size; many of its hits are not listed in these tables
Target sequence (Q8WZA2 whole entry, looked up): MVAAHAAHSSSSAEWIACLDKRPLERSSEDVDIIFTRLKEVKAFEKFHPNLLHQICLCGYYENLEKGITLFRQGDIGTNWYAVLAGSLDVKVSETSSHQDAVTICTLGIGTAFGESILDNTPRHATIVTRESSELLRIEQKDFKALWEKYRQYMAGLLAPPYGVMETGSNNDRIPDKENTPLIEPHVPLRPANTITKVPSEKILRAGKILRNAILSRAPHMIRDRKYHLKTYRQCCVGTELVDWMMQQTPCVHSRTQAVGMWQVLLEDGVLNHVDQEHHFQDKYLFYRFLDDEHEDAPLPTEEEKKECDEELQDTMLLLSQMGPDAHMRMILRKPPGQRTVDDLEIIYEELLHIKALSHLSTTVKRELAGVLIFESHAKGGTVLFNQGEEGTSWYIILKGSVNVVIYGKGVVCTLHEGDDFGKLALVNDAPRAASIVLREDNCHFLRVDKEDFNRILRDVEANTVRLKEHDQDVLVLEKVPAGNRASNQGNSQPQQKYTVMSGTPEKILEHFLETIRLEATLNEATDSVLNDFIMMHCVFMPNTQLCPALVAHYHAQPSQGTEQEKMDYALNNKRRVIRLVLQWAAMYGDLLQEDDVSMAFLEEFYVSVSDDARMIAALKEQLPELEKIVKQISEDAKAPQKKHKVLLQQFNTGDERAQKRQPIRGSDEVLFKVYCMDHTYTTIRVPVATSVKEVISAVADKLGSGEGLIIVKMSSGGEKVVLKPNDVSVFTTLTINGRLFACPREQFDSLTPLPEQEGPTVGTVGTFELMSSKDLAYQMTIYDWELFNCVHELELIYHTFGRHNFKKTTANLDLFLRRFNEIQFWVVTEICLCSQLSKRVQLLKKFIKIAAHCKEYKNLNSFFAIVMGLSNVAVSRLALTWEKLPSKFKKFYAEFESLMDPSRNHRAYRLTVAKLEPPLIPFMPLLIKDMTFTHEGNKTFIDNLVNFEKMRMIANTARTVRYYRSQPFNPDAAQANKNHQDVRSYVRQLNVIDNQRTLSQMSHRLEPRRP
A549 tox: counter-screen for Nrf2 inhibitors: cytotoxicity in A549 cells; A549 ARE-Fluc cells, CellTiter-Fluor viability, 18-24 h; Potency, µM (highest dose often 46 µM), for the others: top-dose activity change, negative = cytotoxicity, actives largely listed as inhibitors; 390,000 tested, 0.16% active; AID 504648; further: on the % scale 0 is the no-effect control and ±100 the full control effect
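A549 ARE-Fluc cells in 5% FBS OPTI-MEM, 5000 cells/well, rested 2 h then exposed to compounds in concentration-response for 18-24 h at 37 °C. Viability by CellTiter-Fluor fluorescence (Ex 405/Em 525) after 30 min; luciferase luminescence (BugLite, 15 min, RT) read afterwards.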
MCF10A rerep: DNA re-replication induction in MCF 10a cells; MCF 10A DNA re-replication, Hoechst nuclear intensity, 48 h; Potency, µM (series often up to 46.1 µM), for inactives: top-dose activity, positive = re-replication, most hits filed as activators; 350,000 tested, 2.9% active; further: % of control where 0% means no effect; nearly all actives have a fitted effect of over 50% in size
Nrf2 activator: activates Nrf2 signaling; 410,000 tested, 0.31% active; Potency, µM (titrated, usually from 46.1 µM), for inactives: at the top dose activation, actives largely listed as activators; AID 624171; AREc32 ARE-luciferase reporter (MCF7-derived line), luminescence, 24 h; further: % of control where 0% means no effect; nearly all actives have a fitted effect of over 65% in size
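AREc32 cells carrying an ARE-driven firefly luciferase, 1000 cells/well in OPTI-MEM with 5% FBS, dosed after overnight attachment and incubated 24 hr at 37 deg C. Steady-Glo luminescence read after 30 min at RT.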
* hit, by the source's call; i = inactive; ? = inconclusive; . = no result given; [ ] = dose if it differs, or a comment. The call rests on the fitted dose curve; in most records, active means well fitted curve in the direction sought with a large enough effect; inconclusive means small, poorly fitted or top-dose-only effect, or another doubt; inactive means no such curve, though single readings can be large; an effect the other way counts as inactive or inconclusive. Potency means the concentration at half of the fitted maximal effect.

nr | Molecule | TGFb SMAD3 inh | Nrf2 inh | S2 tox | HepG2 tox | ATXN2 expr inh | EPAC2 antag | A549 tox | MCF10A rerep | Nrf2 activator
1 | CC(C)(C)n1nnnc1C(CCc1ccccc1)N1CCN(C/C=C/c2ccccc2)CC1 (stereo not drawn) | ? | . | ? | -8% | -28% | -29% | . | . | 4.0%
2 | COc1cc(C2NC(=S)NC(c3ccccc3)=C2C(C)=O)ccc1O (stereo not drawn) | 23% | 10% | i | 25% | . | 0% | 1% | 3% | -0.9%
3 | CC(=O)NC(Cc1ccc(F)cc1)C(=O)NC1CCN(C(=O)NCc2ccccc2)CC1 (stereo not drawn) | 8% | 8% | i | -1% | 4% | -1% | -2% | 6% | -0.9%
4 | Cc1ccc(-c2nnc(SCC(C)C)n2C)cc1 | 10% | ? | i | -25% | 19% | -1% | -9% | 3% | -0.4%
5 | CC(=O)c1cccc(NC(=O)C(C)OC(=O)c2cc(C)oc2C)c1 (stereo not drawn) | -12% | -26% | i | -24% | -4% | -7% | -6% | -3% | -0.7%
6 | CCN(CC)C(=S)NCCc1ccccc1 | -10% | 0% | i | 0% | -4% | -7% | 7% | 5% | 0.7%
7 | C[C@@H](CN1C2=NC[C@H](C)N2C[C@H]1Cc1ccc(O)cc1)NC(=O)CCC1CCCCC1 | 1% | 3% | i | 8% | -2% | 3% | -1% | -2% | 0.5%
8 | Cc1nc(NC(=O)/C=C/c2ccccc2)sc1C(=O)Nc1ccccc1 | -4% | -24% | i | -78% | -17% | 3% | -11% | 21µM* | 2.6%
9 | COc1ccccc1CNC(=O)COC(=O)c1cccc(S(=O)(=O)N2CCOCC2)c1 | -1% | 3% | i | 4% | 0% | -9% | 6% | -12% | 0.3%
10 | Cc1cc(C)cc(NCc2cc(=O)oc3cc(-c4ccccc4)c(O)cc23)c1 | ? | 4% | i | -11% | 3% | -1% | 0% | 3% | -0.2%
11 | COc1ccc(C(NC(=O)C2CCN(C/C=C/c3ccc(OC(C)=O)c(OC)c3)CC2)c2ccccn2)cc1 (stereo not drawn) | -16% | . | i | -33% | -14% | 18% | . | . | 3.7%
12 | CCCCC(=O)NC(=O)NC(c1ccccc1)c1ccccc1 | ? | 7% | i | -33% | . | -6% | 8% | 1% | 2.3%

Later entries:
nr | Molecule | TGFb SMAD3 inh | Nrf2 inh | S2 tox | HepG2 tox | ATXN2 expr inh | EPAC2 antag | A549 tox | MCF10A rerep | Nrf2 activator
13 | Cc1cccc(C(=O)Nc2ccc(-c3nc4ccccc4s3)cc2Cl)c1 | 2% | . | i | 3% | 5% | . | 5% | . | 3.8%
14 | O=C1CCCC2=C1C1(O)C(=O)c3ccccc3C1(O)O2 (stereo not drawn) | -3% | ? | i | 1% | -16% | -5% | 1% | -1% | 2.6%
15 | CCC1Oc2ccc(C)cc2N(CC(=O)N2CCOCC2)C1=O (stereo not drawn) | -11% | -14% | i | 1% | 0% | 0% | -12% | -2% | -0.9%
16 | Cc1ccc2nc(-c3ccccc3NC(=O)CCC(=O)O)c(=O)[nH]c2c1 | 0% | 4% | ? | 2% | -5% | 1% | -7% | ? | -0.1%
17 | CCn1c(SCC(=O)O)nc2ccccc21 | -10% | 15% | i | -2% | -9% | -6% | -1% | -52%[inhibitor] | 0.2%
18 | CCN(CC)S(=O)(=O)c1cccc(C(=O)OCC(=O)NC(C)c2ccccc2)c1 (stereo not drawn) | 12% | 1% | i | 4% | -4% | 1% | 1% | 3% | 0.0%
19 | Cc1ccc2[nH]c(=O)c(C(c3nnnn3C(C)(C)C)N3CCN(C(=O)c4ccco4)CC3)cc2c1 (stereo not drawn) | -2% | 10% | ? | 2% | -1% | 2% | -5% | 18% | -0.5%
20 | COC(=O)C1=C[C@@H](C(=O)OC)[C@@H]2C3=C(C(=O)C2(C)C)[C@H](c2ccccc2)[C@@H]2C(=O)N(c4ccccc4)C(=O)[C@@H]2[C@@H]3C1 | 1% | 6% | . | 9% | . | . | -4% | . | .
21 | CC(NC(=O)COC(=O)c1cc(NS(=O)(=O)c2ccc(Cl)c([N+](=O)[O-])c2)ccc1O)C1CC2CCC1C2 (stereo not drawn) | ? | -15% | i | -96% | -32% | -12% | -15% | 6.5µM* | ?
22 | O=C(O)CCSc1nc2ccccc2n1CCOc1ccccc1 | -3% | -13% | i | -2% | -8% | 7% | 1% | 0% | -0.1%
23 | Cc1ccc(NCc2nc(SCC(=O)Nc3ccccc3)n[nH]2)cc1 | 2% | 4% | i | -5% | 3% | -6% | 3% | -2% | 0.5%
24 | CNC[C@H]1Oc2ccc(NC(=O)C3CCCCC3)cc2CC(=O)N([C@H](C)CO)C[C@@H]1C | -10% | -10% | i | 1% | 4% | -7% | 0% | 1% | 0.3%
25 | CC(=O)Nc1ccccc1Sc1ccc2c3c(cccc13)C(=O)N(c1ccc(C)cc1)C2=O | 9% | -2% | i | -2% | -19% | 25% | 2% | 10% | 0.6%
26 | COC(=O)c1ccc(/C=N/NC(=O)CC(=O)NC(C)C)cc1 | -10% | -1% | i | -1% | 6% | -3% | 3% | ? | -0.6%

Arranged by SMILES length (smallest number first): 14 of the compounds above.
nr | Molecule | TGFb SMAD3 inh | Nrf2 inh | S2 tox | HepG2 tox | ATXN2 expr inh | EPAC2 antag | A549 tox | MCF10A rerep | Nrf2 activator
6 | CCN(CC)C(=S)NCCc1ccccc1 | -10% | 0% | i | 0% | -4% | -7% | 7% | 5% | 0.7%
4 | Cc1ccc(-c2nnc(SCC(C)C)n2C)cc1 | 10% | ? | i | -25% | 19% | -1% | -9% | 3% | -0.4%
22 | O=C(O)CCSc1nc2ccccc2n1CCOc1ccccc1 | -3% | -13% | i | -2% | -8% | 7% | 1% | 0% | -0.1%
15 | CCC1Oc2ccc(C)cc2N(CC(=O)N2CCOCC2)C1=O (stereo not drawn) | -11% | -14% | i | 1% | 0% | 0% | -12% | -2% | -0.9%
26 | COC(=O)c1ccc(/C=N/NC(=O)CC(=O)NC(C)C)cc1 | -10% | -1% | i | -1% | 6% | -3% | 3% | ? | -0.6%
2 | COc1cc(C2NC(=S)NC(c3ccccc3)=C2C(C)=O)ccc1O (stereo not drawn) | 23% | 10% | i | 25% | . | 0% | 1% | 3% | -0.9%
8 | Cc1nc(NC(=O)/C=C/c2ccccc2)sc1C(=O)Nc1ccccc1 | -4% | -24% | i | -78% | -17% | 3% | -11% | 21µM* | 2.6%
16 | Cc1ccc2nc(-c3ccccc3NC(=O)CCC(=O)O)c(=O)[nH]c2c1 | 0% | 4% | ? | 2% | -5% | 1% | -7% | ? | -0.1%
9 | COc1ccccc1CNC(=O)COC(=O)c1cccc(S(=O)(=O)N2CCOCC2)c1 | -1% | 3% | i | 4% | 0% | -9% | 6% | -12% | 0.3%
3 | CC(=O)NC(Cc1ccc(F)cc1)C(=O)NC1CCN(C(=O)NCc2ccccc2)CC1 (stereo not drawn) | 8% | 8% | i | -1% | 4% | -1% | -2% | 6% | -0.9%
25 | CC(=O)Nc1ccccc1Sc1ccc2c3c(cccc13)C(=O)N(c1ccc(C)cc1)C2=O | 9% | -2% | i | -2% | -19% | 25% | 2% | 10% | 0.6%
7 | C[C@@H](CN1C2=NC[C@H](C)N2C[C@H]1Cc1ccc(O)cc1)NC(=O)CCC1CCCCC1 | 1% | 3% | i | 8% | -2% | 3% | -1% | -2% | 0.5%
19 | Cc1ccc2[nH]c(=O)c(C(c3nnnn3C(C)(C)C)N3CCN(C(=O)c4ccco4)CC3)cc2c1 (stereo not drawn) | -2% | 10% | ? | 2% | -1% | 2% | -5% | 18% | -0.5%
11 | COc1ccc(C(NC(=O)C2CCN(C/C=C/c3ccc(OC(C)=O)c(OC)c3)CC2)c2ccccn2)cc1 (stereo not drawn) | -16% | . | i | -33% | -14% | 18% | . | . | 3.7%

This is a subset, so the mix of outcomes need not match the whole.
